# Bioassay records: PubChem, several laboratories
# IDE cell activ: human IDE activators in live cells, primary screen, fluorescence polarization, HEK cells, FAbeta-B substrate | Insulin-degrading enzyme (Homo sapiens), P14735 | FAbeta-B cleavage; 0% vehicle, 100% cell-free pure enzyme wells | activation, % at 5.96 µM | 0.073% of 340,000 active;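 active = activation above the mean of all tested compounds plus 3 SD, set per screening campaign, cut at about 17% in these data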
# IMP-1 inhibitor: IMP-1 metallo-beta-lactamase inhibitors, primary screen, biochemical, epi-absorbance readout, Pseudomonas aeruginosa enzyme. purified IMP-1, nitrocefin hydrolysis, epi-absorbance fluorescence. inhibition, % at 5.6 µM. 0.45% of 290,000 active. AID 1556, 2009;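 active = inhibition above the mean plus 3 SD of all compounds in the same screening run, cut at about 4.5% in these data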;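 note: 0% = IMP-1 with DMSO and 100% = DMSO wells lacking enzyme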
#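 System: Purified recombinant IMP-1 metallo-beta-lactamase enzyme | Measured by: Fluorescence quenching readout, ex 480/em 530 nm | Replication: Singlicate | Incubation: 15 min preincubation plus 25 min reaction at 25 °C | Evaluation: Percent inhibition from optical density relative to buffer-blank wells | Benchmarks: DMSO with and without IMP-1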
# PHOSPHO1 block: PubChem AID 1565 | Phosphoethanolamine/phosphocholine phosphatase (Homo sapiens), Q8TCT1 | recombinant PHOSPHO1, absorbance phosphatase assay | inhibition, % at 13.3 µM | 1.1% of 290,000 active; in the data active = inhibition above about 60%
# Target sequence (Q8TCT1 whole entry, looked up): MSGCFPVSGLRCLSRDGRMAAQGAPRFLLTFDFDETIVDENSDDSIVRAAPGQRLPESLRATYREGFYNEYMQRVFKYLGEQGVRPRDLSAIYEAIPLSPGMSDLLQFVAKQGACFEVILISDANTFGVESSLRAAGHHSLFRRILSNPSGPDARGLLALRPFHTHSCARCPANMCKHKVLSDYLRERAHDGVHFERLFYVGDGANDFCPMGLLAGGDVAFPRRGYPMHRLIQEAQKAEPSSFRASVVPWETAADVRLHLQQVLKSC
# MEKK3 PB1 HTS: modulators of MEKK3-MEK5 PB1 binding, primary screen, biochemical, wildtype MEKK3, multiplex bead flow cytometry, Alexa488-MEK5. Mitogen-activated protein kinase kinase kinase 3 (Homo sapiens), Q99759. bead-based flow cytometry, Alexa488-MEK5 binding to MEKK3; actives lie on both sides; 0 = blocked by unlabeled MEK5, 100 = vehicle. binding response (% of control), % at 10 µM. 1.4% of 290,000 active;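 active = binding response more than 3 SD above or below the average of its plate-row segment, actives on both sides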;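 note: Alexa488 bead fluorescence after subtracting the streptavidin-only scavenger bead signal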
# Target sequence (Q99759 whole entry, looked up): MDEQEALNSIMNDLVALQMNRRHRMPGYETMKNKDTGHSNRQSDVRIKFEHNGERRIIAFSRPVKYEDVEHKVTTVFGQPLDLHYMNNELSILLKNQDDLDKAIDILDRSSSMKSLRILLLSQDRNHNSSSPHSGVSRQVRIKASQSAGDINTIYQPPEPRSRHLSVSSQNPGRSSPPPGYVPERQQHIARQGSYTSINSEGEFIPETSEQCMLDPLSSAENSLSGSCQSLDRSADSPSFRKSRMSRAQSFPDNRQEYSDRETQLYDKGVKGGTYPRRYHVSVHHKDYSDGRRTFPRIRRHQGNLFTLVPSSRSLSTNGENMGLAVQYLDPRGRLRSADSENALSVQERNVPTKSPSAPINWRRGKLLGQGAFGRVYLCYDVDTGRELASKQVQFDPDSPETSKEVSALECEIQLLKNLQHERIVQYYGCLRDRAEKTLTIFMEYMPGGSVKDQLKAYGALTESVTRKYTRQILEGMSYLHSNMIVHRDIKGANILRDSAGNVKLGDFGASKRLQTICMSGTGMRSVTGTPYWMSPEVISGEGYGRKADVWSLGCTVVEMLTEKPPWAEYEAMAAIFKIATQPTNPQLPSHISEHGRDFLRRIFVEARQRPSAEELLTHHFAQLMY
# pCIP destab: p/CIP-EGFP fusion destabilizers, primary screen, fluorescence, F442A cells; Q05BA5; 16 h; decrease of EGFP signal, % at 10 µM; 0.01% of 290,000 active; AID 1984, 2009;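 active = EGFP signal decrease of at least 30% at 10 µM or well 3 SD below plate mean, unless failing retest; inactive = the rest, including hits failing retest or dose response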; note: some compounds called inactive have numbers as strong as hits; many of its hits are not listed in these tables
# SUMO HTRF inh: inhibitors of in vitro SUMOylation cascade, primary screen, biochemical, HTRF, uHTS | SUMO-conjugating enzyme UBC9 (Homo sapiens), P63279 | HTRF SUMOylation assay, SAE1/SAE2 + UBC9 | inhibition, % at 35 µM | 0.36% of 290,000 active | AID 2006, 2009; in the data active = inhibition above about 50%, passing the limit was not always enough; note: strong numbers were not always called active
# Target sequence (P63279 whole entry, looked up): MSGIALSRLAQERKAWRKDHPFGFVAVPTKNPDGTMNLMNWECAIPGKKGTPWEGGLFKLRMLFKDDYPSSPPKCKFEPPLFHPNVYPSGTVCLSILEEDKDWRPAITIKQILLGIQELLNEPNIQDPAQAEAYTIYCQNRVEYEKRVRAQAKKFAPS
# VIM-2 inh: VIM-2 metallo-beta-lactamase inhibitors, primary screen, biochemical, epi-absorbance readout, Pseudomonas aeruginosa enzyme; AID 1527, 2009; purified VIM-2, nitrocefin hydrolysis, epi-absorbance fluorescence; 0.89% of 290,000 active; inhibition, % at 5.6 µM;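 active = inhibition above the mean of all tested compounds plus 3 SD, cutoff set per screening run, cut at about 7.5% in these data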;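 note: red hydrolysis product quenches plate fluorescence so inhibitors raise well fluorescence; 0% = enzyme with DMSO and 100% = DMSO without enzyme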
# HCV NS3 hel inh: inhibitors of HCV NS3 helicase, primary screen, biochemical, Cy5 molecular beacon fluorescence; Hepatitis C virus NS3 helicase; NS3 helicase DNA unwinding; inhibition, % at 10.9 µM; 0.56% of 290,000 active; AID 1800, 2009;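 active = inhibition above the mean of all tested compounds plus 3 SD, set per campaign, cut at about 35% in these data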;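 note: 0% = DMSO wells and 100% = thioflavine S control wells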
#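 Measured by: Cy5 fluorescence, 0 and 60 min reads / Assay system: NS3 helicase fragment of HCV / Control set: low DMSO, high thioflavine S at 110 µM / Times: 1 h reaction at 25 °C, ATP-initiated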
# FID counter: compounds displacing fluorescent DNA intercalator, primary screen, artefact control for HCV NS3 helicase inhibitor project, biochemical, FID fluorescence | DNA fluorescent intercalator displacement | inhibition, % at 7.9 µM | 0.17% of 290,000 active | AID 1845, 2009; in the data active = inhibition above about 37%;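 note: 0% = vehicle and 100% = reference compound; higher means more ethidium bromide displaced from hairpin DNA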
# Numbers without * were called inactive; nt = not tested or not shown. An excerpt, so the mix of outcomes need not match the whole.
SMILES,IDE cell activ,IMP-1 inhibitor,PHOSPHO1 block,MEKK3 PB1 HTS,pCIP destab,SUMO HTRF inh,VIM-2 inh,HCV NS3 hel inh,FID counter
CC(C(=O)Nc1ccc(O)c(C(=O)O)c1)N1C(=O)/C(=C/c2cccs2)SC1=S (stereo not given),-5,-1.2,40,101,-3,19,0.1,-10,11
O=c1cc(O)nc(SCc2ccccc2)n1-c1ccc(Cl)cc1,-1,-1.8,-21,98,12,14,-2.5,32,-16
COc1cccc(NC(=O)c2cc3ccccc3o/c2=N\O)c1,-5,-4.8,8,103,-14,9,-1.1,13,-4
Cc1ccc(CNC(=O)c2ccc(NC(=O)C3=CSCCO3)cc2)cc1,0,-3.0,12,99,-1,4,-5.1,-3,-29
COc1ccc(/C=C2\CCc3ccccc3C2=O)cc1Cn1nc(C)cc1C,1,-3.6,8,93,3,-4,-3.0,-5,-26
O=C(Nc1cccc(S(=O)(=O)NC2=NCCCCC2)c1)c1cccnc1Cl,4,-0.7,33,96,0,4,-0.1,6,-8
Cc1ccc(C)c(N2CCN(S(=O)(=O)c3c(C)noc3/C=C/N(C)C)CC2)c1,-4,-1.4,10,90,-11,7,-2.9,27,3
CC(/C=N/n1c(-c2n[nH]c3c2CCC3)n[nH]c1=S)=C\c1ccco1,-3,-0.8,4,102,1,18,-1.0,22,-23
O=C(CN1C(=O)c2cccc3cccc1c23)NC1CCCC1,-5,-1.0,40,98,-6,24,2.6,-4,-7
COc1ccccc1-n1cnnc1SC(C)C(=O)Nc1ccc(NC(C)=O)cc1 (stereo not given),5,0.5,5,96,-1,-15,-0.8,-1,-6
O=S(=O)(c1ccc(NC(=S)NCc2ccncc2)cc1)N1CCCCC1,7,0.0,42,88,-8,29,-0.8,3,-10
COCC(=O)n1cc(C(=O)OC)c2ccccc21,-2,-4.0,12,84,-9,4,-1.2,1,1
N#CCCN1CCCc2cc(N=Nc3ccc(C(F)(F)F)cc3)ccc21,nt,-1.1,-23,102,2,-3,-0.8,-15,-3
O=C(Nc1nccs1)c1ccc[nH]c1=O,5,-5.9,25,103,-11,5,-0.6,-1,-4
C=CCN(C(=O)CCS(=O)(=O)c1cccc2nsnc12)c1ccccc1,1,-2.8,18,100,-4,-11,-1.4,4,-16
Cc1ccc(SCC(=O)NN=C2CCN(C)CC2)cc1,5,-2.6,45,100,4,2,-0.2,-13,-6
COc1cc2[nH]c(=S)n(C3CCCC3)c(=O)c2cc1OC,-6,-1.4,-6,102,3,1,-1.6,-8,-6
NC(=O)C1CCCN(C(=O)CCCNC(=O)c2ccc(Cl)cc2)C1 (stereo not given),1,-3.4,37,97,-9,21,-5.9,4,-7
CCCC(=O)NCn1nnc(-c2ccc(Cl)cc2)n1,3,-0.9,48,221*,5,11,-1.3,-19,1
COc1ccc(CCN(C)S(=O)(=O)c2ccc(Cl)nc2)cc1OC,6,-1.8,17,99,1,16,-2.5,9,-15
CCc1cc(=O)oc2cc(C)cc(OCC(=O)NC3CCN(Cc4ccccc4)CC3)c12,3,-4.5,26,100,2,20,13*,-5,16
CC(C)C(=O)Nc1ccc(C(=O)N/N=C/C2CC3C=CC2C3)cc1 (stereo not given),5,-0.3,-9,96,-1,9,-2.5,-11,-21
CC(=O)c1cccc(NC(=S)Nc2ccn(Cc3cccc4ccccc34)n2)c1,4,0.0,-1,86,-9,-13,-1.3,-11,-14
Cc1cc(NC(=O)Cc2ccc(Br)cc2)no1,7,-3.0,30,102,-17,0,-2.4,-5,-1
CN(CC(=O)Nc1ccc(Cl)c(S(=O)(=O)N(C)C)c1)Cc1ccccc1,0,0.7,-32,103,-9,-2,2.3,-4,-6
COc1ccc(-c2c(C)nn3c(Cl)c(C)c(C)nc23)cc1,5,-0.8,29,94,-17,16,8.7*,-3,-17
O=c1[nH]c2c(s1)C(c1cccnc1)C1C3CCC(C3)C1S2 (stereo not given),-2,4.2,43,86,3,-18,84*,5,-9
Cc1ccc(-n2nnc3c(=O)n(Cc4ccccc4C)cnc32)cc1,0,-0.7,10,112,-10,2,-2.4,-6,0
CCn1ccnc1[C@@H]1C[C@H]2CN(Cc3cccc(Cl)c3)C(=O)[C@]23CCCN13,3,-3.6,43,105,-20,1,-1.1,2,-17
O=C(Cc1ccc(F)cc1)Nc1cccc(-c2ccc3nncn3n2)c1,5,-1.7,-20,103,2,-6,0.1,1,-3
Cc1ccc(-n2c3c(cc(C(=O)NCCCN4CCOCC4)c2=O)C(=O)CC(C)(C)C3)cc1,-4,nt,-11,105,-11,23,nt,nt,nt
CCC(Sc1nc2sc(C(=O)OC)c(C)c2c(=O)n1N)C(=O)NCC1CCCO1 (stereo not given),0,-4.7,13,105,-2,-11,-1.8,1,2
COc1ccc(N2CCN(C(=O)Nc3ccccc3Cl)CC2)cc1,-3,-2.6,28,96,-8,22,-1.4,-2,-9
Nc1ccc(-n2nncc2-c2ccco2)cc1,-4,-2.9,11,106,-2,13,-3.2,-15,-5
COc1ccc(NC(=O)c2cc(NC(=O)C3CCCCC3C(=O)O)ccc2N2CCOCC2)cc1 (stereo not given),4,-1.5,3,104,4,11,1.4,9,-42
CCOC(=O)N1CCN(C(=O)CSc2nc3c(cnn3-c3ccc(Cl)cc3)c(=O)[nH]2)CC1,-2,-1.5,-3,110,-19,5,-1.7,-2,-2
O=C(CSc1ncn[nH]1)Nc1ccc(Br)cc1F,0,1.5,14,98,-13,2,1.4,12,4
CCOC(=O)c1csc(NC(=O)C(C)(C)C)n1,-2,-3.7,-19,111,7,8,-2.2,4,1
Cc1c(C(=O)c2ccccc2)oc2ccc3ccccc3c12,1,-2.4,-14,82,-1,-3,-1.1,-6,-3
CC(NC(=O)CCSc1nc(-c2ccco2)cc(C(F)(F)F)n1)c1ccccc1 (stereo not given),3,-0.3,23,98,-1,2,-1.8,-7,-26
Clc1cnc(N/N=C/c2ccncc2)c(Cl)c1,0,-3.2,43,98,-4,6,-4.9,-3,-11
Cc1ccc(Nc2nc3nonc3[nH]c2=O)cc1Cl,-1,-0.8,-4,101,2,12,-3.2,16,-2
CCOC(=O)c1csc(NC(=O)c2ccc(S(=O)(=O)N3CCCC3)cc2)n1,4,-1.7,5,106,2,26,-2.4,1,1
N#CCCN1CCCN(CCC#N)CCN(CCC#N)CCCN(CCC#N)CC1,4,-2.6,34,101,4,-11,-2.2,-1,-5
CNc1[nH]ncc1[N+](=O)[O-],-1,-2.9,24,120,12,14,-0.6,4,4
O=c1[nH]cc(-c2ccccc2)c(=O)[nH]1,-1,-1.2,43,94,-6,24,-1.1,-2,0
O=C(CSc1nnnn1-c1ccccc1)Nc1nsc(-c2ccccc2)n1,2,-0.3,0,115,2,-4,-1.5,-10,-6
CCn1c(=S)sc2c(=O)n(CC(=O)Nc3ccccc3OC)c(C)nc21,2,-0.4,38,99,7,2,0.2,-6,-12

# Marked active in VIM-2 inh (from the list above):
compound	IDE cell activ	IMP-1 inhibitor	PHOSPHO1 block	MEKK3 PB1 HTS	pCIP destab	SUMO HTRF inh	VIM-2 inh	HCV NS3 hel inh
CCc1cc(=O)oc2cc(C)cc(OCC(=O)NC3CCN(Cc4ccccc4)CC3)c12	3	-4.5	26	100	2	20	13*	-5
COc1ccc(-c2c(C)nn3c(Cl)c(C)c(C)nc23)cc1	5	-0.8	29	94	-17	16	8.7*	-3
O=c1[nH]c2c(s1)C(c1cccnc1)C1C3CCC(C3)C1S2 (stereo not given)	-2	4.2	43	86	3	-18	84*	5

# The list goes on.
SMILES,IDE cell activ,IMP-1 inhibitor,PHOSPHO1 block,MEKK3 PB1 HTS,pCIP destab,SUMO HTRF inh,VIM-2 inh,HCV NS3 hel inh,FID counter
O=C(Oc1ccc(-c2cnc3ccccc3n2)cc1)c1cc([N+](=O)[O-])ccc1Cl,7,-0.1,24,94,-13,18,0.0,-5,0
COc1ccccc1/C=N/NC(=O)NC12CC3CC(CC(C3)C1)C2,-4,-0.8,20,101,8,-2,-0.6,-17,-30
COc1ccc(-c2nc(CN3CCN(c4ccccc4OC)CC3)c(C)o2)cc1,6,-2.8,32,94,0,5,-2.0,-12,-3
CS(=O)(=O)c1cccc(C(=O)Nc2ccc(-c3nc4ccccc4[nH]3)cc2)c1,-17,-3.5,26,102,-9,5,-1.5,-1,4
O=C(Cn1c(=O)oc2cc(S(=O)(=O)N3CCCC3)ccc21)Nc1ccc(C(F)(F)F)cc1,0,-3.7,23,100,-8,30,-3.5,-5,-6
CC1c2cc3c(cc2CCN1C(=O)c1cccc(Cl)c1)OCCCO3 (stereo not given),-18,0.0,21,100,0,-1,-1.4,-5,-42
Cc1nn(C(=O)Cn2ccc([N+](=O)[O-])n2)c(C)c1Br,-7,-1.9,-1,99,16,-3,0.0,4,2
O=S(=O)(/C=C/c1ccccc1)N1CCN(c2ccccc2)CC1,3,-2.8,1,105,-4,-10,-4.6,0,-4
COc1cccc(NC2=C(NCCO)C(=O)c3ccccc3C2=O)c1,3,-2.6,8,105,20,20,-2.5,-1,0
O=C(O)CNC(=O)c1nc(-c2ccccc2)n(-c2ccccc2)n1,-2,-3.8,-24,105,-15,6,-1.3,-6,-8
CCn1c(/C=C/c2ccccc2C)nc2ccccc2c1=O,5,-2.6,15,90,7,4,0.5,-5,-27
CCCc1cc(=O)oc2cc(OCC(=O)Nc3ccccn3)ccc12,0,-0.6,7,102,-1,nt,2.5,-6,-28
O=S(=O)(Nc1ccc2c(c1)nc1n2CCOC1)c1ccccc1,-3,-2.7,26,105,2,4,-2.6,5,-2
O=C(O)c1ccc2ncsc2c1,-4,-2.8,22,91,-2,39,-1.8,-1,5
Cc1cccc(/C(N)=N/OC(=O)c2ccc(Cl)cc2Cl)c1,-3,-4.3,4,102,-2,9,-2.4,0,2
COc1cccc2oc(-c3ccco3)cc(=O)c12,1,-0.8,6,104,7,20,-0.1,-1,-5
Cc1cccc(C)c1NC(=O)COc1ccc2c(C)c(Cc3ccccc3)c(=O)oc2c1,3,-1.0,-1,100,-7,10,-0.3,1,-5
O=C1CC(c2ccco2)CC(O)=C1C=NCCN1CCN(C(=O)Nc2ccc(Cl)cc2)CC1 (stereo not given),3,-1.9,-15,100,-3,13,-1.0,-5,-25
O=C(CCCN1C(=O)c2ccccc2C1=O)Nc1nccs1,-1,1.8,19,103,1,-5,-0.7,4,-3
Cc1cccc(NC(=O)CC2SC(=O)N(c3ccccc3)C2=O)c1 (stereo not given),3,-3.5,16,106,8,-4,-4.3,30,-6
CCOc1ccc2ccccc2c1/C=N\NC(=O)OC,3,-0.1,19,83,-4,9,0.6,6,-2
CC(NC(=O)Cn1cc(C(=O)C2CC2)c2ccccc21)c1ccccc1 (stereo not given),-1,-1.2,7,103,9,9,-4.3,-4,-5
